CHRM1 antagonist: blocks human M1 muscarinic receptor; CHO-K1 hM1, Fluo-8 calcium fluorescence, ACh EC80 antagonist; inhibition, % at 3 µM; actives 1.3% (n = 360,000);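 active means percent inhibition above its own plate's cutoff, namely the mean of that plate's compound wells plus 3 SD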;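 further: peak over basal fluorescence ratio during 140 s after agonist addition; 0% = ACh EC80 plus DMSO and 100% = DMSO alone without agonist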
M4 antag: antagonists of human muscarinic M4 receptor (CHRM4). P08173. CHO-hM4 cells, ACh EC80, Fluo-8 calcium fluorescence. inhibition, % at 3 µM. actives 0.73% (n = 360,000);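 active means inhibition above its plate's cutoff, the mean inhibition of sample wells plus 3 SD, cut at about 27% in these data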;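 further: 0% = acetylcholine EC80 with DMSO and 100% = DMSO without agonist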
CHRM5 PAM: potentiates acetylcholine response at human M5 receptor | P08912 | CHO-K1 hM5, Fluo-8 calcium, ACh EC20 PAM; 0% = ACh EC20, 100% = ACh EC100 | activation, % at 3 µM | actives 0.3% (n = 360,000) | AID 624038;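 active means activation above the run cutoff, the mean activation of all test compounds plus 3 SD, cut at about 18% in these data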
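system = human M5 receptor in CHO-K1 cells | reagent = EC20 acetylcholine as agonist stimulus | compound dosing = single-point, 3 µM nominal | incubation = Fluo-8 loading 80 min at 37 °C plus 30 min room temperature | detection = Fluo-8 calcium dye fluorescence, kinetic read | benchmarks = low control EC20 acetylcholine (0%), high control EC100 acetylcholine (100%)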
M5 antag: blocks acetylcholine activation of human M5 receptor; CHO-hM5 cells, Fluo-8 calcium fluorescence, ACh EC80; actives 0.59% (n = 360,000); inhibition, % at 3 µM; P08912; AID 624040;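 active means inhibition above a per-plate cutoff, the mean of that plate's test compounds plus 3 SD, cut at about 27% in these data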;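 further: 0% = acetylcholine EC80 with DMSO and 100% = DMSO without agonist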
M1 PAM: human CHRM1 positive allosteric modulation. P11229. CHO-K1 hM1, Fluo-8 calcium fluorescence, ACh EC20; 0% = ACh EC20, 100% = maximal ACh. activation, % at 3 µM. actives 0.088% (n = 360,000). AID 588819; in the data active means activation above about 19%, passing the limit was not always enough
TAAR1 ag: agonists of human TAAR1. CHO RD-HGA16 TAAR1, Fluo-8 calcium fluorescence; vehicle wells 0%, saturating PEA agonist 100%. activation, % at 3 µM. actives 0.99% (n = 360,000). AID 624467;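 active means activation above the mean activation of all test compounds in the run plus 3 SD, cut at about 38% in these data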
Target sequence (Q96RJ0 whole entry, looked up): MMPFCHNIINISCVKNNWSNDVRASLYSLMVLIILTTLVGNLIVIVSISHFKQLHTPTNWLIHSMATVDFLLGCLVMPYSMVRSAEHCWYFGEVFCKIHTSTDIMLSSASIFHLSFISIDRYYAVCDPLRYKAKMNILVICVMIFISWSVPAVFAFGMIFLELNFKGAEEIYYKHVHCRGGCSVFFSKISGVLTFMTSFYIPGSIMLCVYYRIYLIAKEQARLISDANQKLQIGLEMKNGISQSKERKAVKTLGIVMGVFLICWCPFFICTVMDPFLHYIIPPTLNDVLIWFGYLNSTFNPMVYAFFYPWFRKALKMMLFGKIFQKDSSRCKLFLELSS
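System: CHO-derived RD-HGA16 cells with stable Gα16 and human TAAR1. Times: 17-24 h plating, Fluo-8 75 min 37 °C, 30 min RT. Measured by: calcium-sensitive Fluo-8 signal, excitation 470-495, emission 515-575 nm. Read-out basis: % activation relative to PEA EC100 response. Control set: DMSO and PEA EC100. Repeats: no replicates (n 1).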
CHRM1 agonist: activates human CHRM1 receptor | P11229 | actives 0.33% (n = 360,000) | activation, % at 3 µM | CHO-K1 hM1, Fluo-8 calcium fluorescence, agonist mode; 0% DMSO, 100% acetylcholine EC100;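 active means activation above the run's mean compound activation plus 3 SD, cut at about 16% in these data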;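 further: peak over basal fluorescence ratio within a 140 s kinetic read after compound addition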
M4 ag: agonists of human muscarinic M4 receptor (CHRM4). CHO-K1 hM4/Gqi5, Fluo-8 calcium fluorescence; vehicle 0%, full acetylcholine response 100%. P08173. activation, % at 3 µM. actives 0.14% (n = 360,000);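 active means activation above the run mean over all test wells plus 3 SD, cut at about 32% in these data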;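 further: peak over basal fluorescence ratio per well then scaled between controls; 0% = DMSO wells and 100% = acetylcholine at EC100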
CHRM5 agonist: CHRM5 agonism in calcium assay. CHO-K1 hM5 cells, Fluo-8 calcium fluorescence; 0% DMSO wells, 100% maximal acetylcholine response. activation, % at 3 µM. actives 0.19% (n = 360,000). AID 624037;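 active means activation above the run's mean over test compounds plus 3 SD, cut at about 23% in these data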;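 further: signal is peak over basal fluorescence ratio across the kinetic read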
Starred values were filed as active, the others as inactive; . = no result given. A portion of the library; the hit share may differ from the screen's.

SMILES,CHRM1 antagonist,M4 antag,CHRM5 PAM,M5 antag,M1 PAM,TAAR1 ag,CHRM1 agonist,M4 ag,CHRM5 agonist
O=C(CNC(=O)c1ccc(Cl)cc1Cl)Nc1ccc(F)cc1,-7,-16,0,-6,5,-2,-4,1,-6
O=C(COc1ncnc2sccc12)Nc1ccc2c(c1)OCCO2,-7,8,-2,-5,6,1,-3,0,-8
CCc1noc(C)c1C(=O)Nc1ccc(S(=O)(=O)N2CCC(C)CC2)cc1,-7,-1,-4,5,4,12,1,11,2
C=CCn1c(C)cc(-c2csc(N)n2)c1C,6,13,0,2,2,14,-8,0,1
CCOc1ccc(S(=O)(=O)N(C)CC(=O)NCc2ccco2)cc1,-2,-17,-6,11,4,3,-3,2,-3
COc1cccc(Cn2cccc(NC(=O)Nc3ccccc3C)c2=O)c1,-7,-11,-8,4,2,8,0,6,4
COc1cccc(C(=O)N2CCN(S(=O)(=O)Cc3ccccc3)CC2)c1OC,-1,3,-6,1,3,6,2,5,4
COc1ccc(C(C[N+](=O)[O-])c2c(C)cc3ccccn23)cc1 (stereo unspecified),9,-2,5,3,-9,9,-6,1,-1
CCc1ccc(C(=O)NNC(=O)c2c(CC)noc2C)cc1,-2,-7,-5,2,7,0,0,1,2
Cc1ccc(-c2cc(C(=O)NCC3CCCO3)c3ccccc3n2)cc1C (stereo unspecified),-3,0,5,10,2,0,-3,1,1
COc1ccc(Cl)cc1N(C(=O)Nc1cccc(Cl)c1)C1=NCC(C)S1 (stereo unspecified),9,0,-8,9,-11,12,-11,6,-4
COc1ccccc1C(=O)N/C(=C/c1ccco1)C(=O)Nc1cccc(C(=O)O)c1,-5,9,-5,14,5,-1,1,3,-2
O=C(NNCc1ccccc1)c1ccccc1,9,-12,-23,7,-13,0,-2,13,2
COc1c(C)cc(C(=O)C2CCCN(C(=O)Cn3nc(C)nc3C)C2)cc1C (stereo unspecified),-9,-7,4,-4,9,2,-4,0,-1
COc1ccccc1NC(=S)N(CCc1ccc(OC)c(OC)c1)Cc1ccccn1,-11,-3,1,8,7,4,-5,1,-2
Cc1nn(CC(=O)O)c(C)c1N,-4,0,-2,6,2,0,-3,0,-2
O=C(Nc1ccc(NC(=O)c2cccs2)cc1)c1ccc2c(c1)OCO2,1,-11,4,2,-2,7,-3,1,2
CC(C)(C)C(=O)CN1C(=O)NC2(CCOc3ccccc32)C1=O (stereo unspecified),0,11,1,-1,14,4,6,1,-3
CCC(C)NC(=O)c1cn(CC)c2ccc(S(=O)(=O)N(C)C)cc2c1=O (stereo unspecified),-14,-14,1,-4,9,0,-3,3,-2
CC(C)C[C@H](NC(=O)c1nc[nH]c1C(=O)N(C)Cc1ccccc1)C(=O)OCc1ccccc1,-16,-11,-9,8,5,9,-5,5,-3
COc1ccc(CNC(=O)CCN2C(=O)[C@@H]3Cc4ccccc4CN3C2=O)cc1,9,5,-2,14,0,1,-1,2,-4
COC(=O)CNC(=O)C(C)(C)Oc1ccc(Cl)cc1,-31,3,-4,5,8,2,-2,2,-1
CCOC(=O)[C@@H]1[C@H]2COc3ccc(Br)cc3[C@@H]2N2C(=O)N(c3ccc(Cl)cc3)C(=O)[C@]12C,2,4,10,5,-1,2,-3,0,1
Cc1cc(C(F)(F)F)n(-c2nc(C(=O)O)cs2)n1,-4,1,-8,9,0,2,-3,1,0
COc1ccc(S(=O)(=O)N2CCOC23CCN(S(=O)(=O)c2ccc(F)cc2C)CC3)cc1,4,-4,-9,11,8,1,4,11,6
COc1ccc(C2=Nc3ccccc3N(C(=O)c3ccc(C(F)(F)F)cc3)C2C(=O)Nc2c(C)cccc2C)cc1 (stereo unspecified),.,-13,-13,7,.,-1,.,1,-2
COCCNS(=O)(=O)c1ccccc1,-15,10,-7,3,0,4,-2,1,2
CCc1ccc(/C=C2\SC(=S)N(CCCC(=O)Nc3ccc(C(=O)O)cc3)C2=O)cc1,-4,-3,-4,-2,0,6,-1,1,0
Cc1ccc2nc(C3CCN(CC(=O)N4CCCCCC4)CC3)[nH]c2c1,-4,-1,-7,13,3,3,-7,-1,-4
COC(=O)C(c1ccccc1)C1(O)CC(C)N(C)CC1C (stereo unspecified),15,13,2,3,-6,2,-8,0,-18
COCCNC(=O)Nc1ccc2nc(-c3ccco3)c(-c3ccco3)nc2c1,-9,-5,-2,8,5,3,-2,2,0
CC(Oc1cccc2c1OC(C)(C)C2)C(=O)O (stereo unspecified),-28,10,-1,-2,-7,0,2,1,-3
O=C1NC(Cc2c[nH]c3ccccc23)C(=O)N1c1ccc(F)cc1 (stereo unspecified),-12,-13,6,-11,8,1,-6,1,-7
O=C(Cc1ccc(S(=O)(=O)N2CCOCC2)s1)Nc1ccccc1N1CCOCC1,6,-2,8,3,1,0,-5,1,3
CCOc1ncccc1C(=O)Oc1ccc2c(c1)OCO2,1,0,-26,3,0,5,-3,7,-8
COC(=O)c1sccc1NC(=O)CSc1ccccc1NS(=O)(=O)c1cc(Cl)ccc1Cl,23,2,-16,3,-3,0,-2,1,-12
Cc1ccc(S(=O)(=O)N2CCN(Cc3ccccc3C(F)(F)F)CC2)cc1,-1,1,-5,7,-5,1,-4,-1,-5
COc1ccccc1C(=O)N1CCCC(C)(C(=O)NS(=O)(=O)C2CC2)C1 (stereo unspecified),-7,-8,-1,-3,1,4,0,-1,0
CC(OC(=O)C1=NN(c2ccccc2)C(=O)CC1)C(=O)NC1CCCCC1C (stereo unspecified),-11,6,5,1,10,12,-5,0,1
CC(=O)c1cccc(N/C=C\c2nnnn2-c2ccc(F)cc2)c1,7,3,-1,-2,-5,2,-3,1,-3
O=C1NC[C@H](Cc2ccc(O)cc2)N(C[C@@H]2CCCN2C[C@H](Cc2ccccc2)N2C[C@H](Cc3ccc(O)cc3)N(CC3CCCCC3)C(=O)C2=O)C1=O,.,-2,-2,-10,.,3,.,0,0
COc1ccc(N2CCN(C(=O)c3c(C)nn(-c4ccccc4)c3C)CC2)cc1,7,-11,-15,10,-13,10,1,12,3
COc1cc(NC(=O)CCc2c(C)[nH]c(=O)c(C#N)c2C)cc(OC)c1,-13,5,6,-1,8,-3,-2,1,-4
COc1ccc(S(=O)(=O)N2CCOCC2)cc1Br,0,3,5,-7,9,4,-6,1,-2
CC(C)COCc1ccc(O)c2ncccc12,-8,2,-2,6,6,6,-6,0,-2
CCOC(=O)N1CCN(C(=O)COC(=O)Cc2ccc(Cl)cc2)CC1,-3,2,-1,10,8,-3,-5,1,2
CN(C)c1cccc(C(=O)NNC(=O)CSc2ccccc2)c1,1,-12,5,2,1,6,-4,0,-2
CCOC(=O)c1c(C)[nH]c(C)c1S(=O)(=O)NCCCN1CCOCC1,-2,-2,-2,-8,6,0,-1,1,-2
